# Compound activity as filed in PubChem.
# Mm-Cpn inhibitor – M. maripaludis TRiC chaperonin inhibition. purified Mm-Cpn ATPase, ADP Transcreener TR-FRET. Potency, µM (titrated, usually from 76.9 µM), for the others: at the highest dose activity, negative = inhibition, actives largely listed as inhibitors. hit rate 0.031% among 330,000; active = well fitted inhibition curve with a large enough effect; inconclusive = small, poorly fitted or top-dose-only effect; note: nearly all actives have a fitted effect of over 80% in size
#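 Eu-cryptate anti-ADP/ADP-d2 competition gives a ratio inversely related to ADP. Enzyme at 25 nM was pre-exposed to compound for 10 min, then given 10 uM ATP for 30 min, 37°C throughout.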
# Numbers without * were called inactive; ? = inconclusive; [ ] = remark or other dose. % is set by controls: 0 for no effect and ±100 for the full control effect; potency is the fitted concentration of half-maximal effect. An excerpt; the hit share may differ from the screen's.
# The opening 5 entries as a preview:
SMILES	Mm-Cpn inhibitor
CC(=O)[C@H]1[C@H](c2cccc(Cl)c2)C(C#N)(C#N)[C@@H]2c3ccccc3C=CN21	-4%
COc1cc(C)c(Cl)cc1S(=O)(=O)NCc1ccncc1	-1%
Cc1ccc2c(C)nc(NC3=NCN(CCc4ccccc4)CN3)nc2c1	1%
CCCCOc1cccc(C2C(C(=O)c3ccc(C)o3)=C(O)C(=O)N2Cc2ccco2)c1 (stereo not given)	-5%
Cc1ccc(C2=[N+]([O-])C3(CCCCC/C3=N\NC(N)=S)N(O)C2(C)C)o1 (stereo not given)	1%

# Results, from the start:
SMILES	Mm-Cpn inhibitor
CC(=O)[C@H]1[C@H](c2cccc(Cl)c2)C(C#N)(C#N)[C@@H]2c3ccccc3C=CN21	-4%
COc1cc(C)c(Cl)cc1S(=O)(=O)NCc1ccncc1	-1%
Cc1ccc2c(C)nc(NC3=NCN(CCc4ccccc4)CN3)nc2c1	1%
CCCCOc1cccc(C2C(C(=O)c3ccc(C)o3)=C(O)C(=O)N2Cc2ccco2)c1 (stereo not given)	-5%
Cc1ccc(C2=[N+]([O-])C3(CCCCC/C3=N\NC(N)=S)N(O)C2(C)C)o1 (stereo not given)	1%
COc1ccc(C2C(C(C)=O)=C(O)C(=O)N2CCN(C)C)cc1OC (stereo not given)	-4%
COc1cc2[nH]c(=S)nc(NC3CCCC3)c2cc1OC	-1%
COC(=O)c1ccc(/C=N/Nc2nc(-c3ccc(Cl)cc3Cl)cs2)cc1	3%
CCn1c(-c2ccc(F)cc2)cnc1SCC(=O)N1CCCCC1C (stereo not given)	0%
Cc1nc(SCc2nnc(-c3ccc(Cl)cc3)o2)c2c3c(sc2n1)CCC3	-9%
Cc1cc2c(n1-c1ccc(C(=O)O)cc1)CCCCC2	-2%
Cc1cccc(N=Nc2c(C)[nH]n(C(N)=S)c2=O)c1C	-1%
CCOc1ccccc1-c1nc2c(C(C)(C)C)nn(C)c2c(=O)[nH]1	-3%
C1CCN(c2nc(N3CCCC3)nc(N3CCNCC3)n2)C1	-2%
O=Nc1c2nc3ccccc3n(O)c-2c2ccccc12	-4%

# Already shown: entries from further up.
SMILES	Mm-Cpn inhibitor
CC(=O)[C@H]1[C@H](c2cccc(Cl)c2)C(C#N)(C#N)[C@@H]2c3ccccc3C=CN21	-4%
COc1cc(C)c(Cl)cc1S(=O)(=O)NCc1ccncc1	-1%
Cc1ccc2c(C)nc(NC3=NCN(CCc4ccccc4)CN3)nc2c1	1%

# Next part
SMILES	Mm-Cpn inhibitor
O=C1N=c2ccc(Br)cc2=C1c1sc(=O)[nH]c1O	-1%
COc1ccc(S(=O)(=O)N2CCCCCC2)cc1C(=O)OCC(=O)Nc1cc(C)on1	1%
Oc1ccc(COC2CCCC2)c2cccnc12	-1%
O=C(Sc1nnnn1C1CCCCC1)c1cccs1	1%
COc1cc([C@@H]2c3cc4c(cc3[C@@H](O)[C@@H](CO)[C@@H]2CO)OCO4)cc(OC)c1O[Si](C)(C)C(C)(C)C	0%
Oc1ccc(COc2cccc3ccccc23)c2cccnc12	1%
O=C1OC(=O)C2C3CCC(O3)C12 (stereo not given)	1%
COc1ccc(N(CC(=O)NCCSC2CCCCC2)S(=O)(=O)c2ccccc2)c(OC)c1	-1%
Cc1ccc2nc3c(cc(C(=O)NCc4cccnc4)c(=N)n3C(C)C)c(=O)n2c1	-7%
O=C(Cc1ccccc1)N/N=C/c1ccccc1F	1%
Cn1c(=O)c2c(nc(SCC(=O)N3CCc4ccccc43)n2Cc2ccccc2)n(C)c1=O	1%
Cc1cc(C)c2c(=O)n(CC(=O)N3CCC(Cc4ccccc4)CC3)sc2n1	1%
O=C(CSCc1ccco1)c1ccc(Cl)s1	0%
O=C(Nc1ccc(Cl)cc1)/C(=C/c1ccc([N+](=O)[O-])cc1)c1nc2ccccc2s1	1%
N#Cc1c(Cl)nc(SCc2ccccc2)nc1-c1ccccc1	?
N#CC(C#N)=Cc1ccccc1OCc1ccccc1	-2%
O=C(COC(=O)/C=C/c1ccc(Br)o1)Nc1ccc2[nH]c(=O)[nH]c2c1	-2%
O=C(NNc1nc(N2CCOCC2)nc(N2CCOCC2)n1)Nc1ccc(Cl)cc1	1%
Cc1ccc(S(=O)(=O)C(C#N)c2nc3ccccc3nc2N2CCCCC2)cc1 (stereo not given)	1%
CC(=O)Nc1ccc(/C=C/C(=O)c2ccccc2)cc1	-15%
CN1C2CCC1/C(=C\c1ccccc1Cl)C(=O)/C2=C\c1ccccc1Cl	0%
CC(c1ccccc1)n1c(NCCCn2ccnc2)nc2c1c(=O)[nH]c(=O)n2C (stereo not given)	1%
CC(C)(C)C(=O)/C(C#N)=c1\s/c(=C\c2ccncc2)c(=O)n1CCCN1CCOCC1	0%
Cc1nc2ccccc2c2c1C(=O)NC2=O	0%
COc1ccc(-c2ccc(CNCc3ccccn3)o2)cc1Cl	1%
CC12CN3CC(C)(CN(C1)C31C(=O)N(Cc3ccccc3)c3ccccc31)C2=O (stereo not given)	0%
Nc1ncn(C2O[C@H](CO)[C@@H](O)[C@H]2O)c(=O)n1 (stereo not given in full)	3%
COc1cc(-c2noc(CCC(N)=O)n2)cc(OC)c1OC	1%
CCCC[C@]12Cc3cc(C#N)ccc3C(O1)c1c(cc(C)n(-c3ccccc3)c1=O)O2	1%[15.4 µM]
CC1NC(=O)c2ccccc2-n2c1nc1cc(F)ccc1c2=O (stereo not given)	1%
CCC(NC(=S)NC1CCCCC1)c1ccc(C)cc1 (stereo not given)	2%
COc1ccccc1NC(=O)C1=C(C)NC(SCC(=O)c2ccc(C)cc2)=C(C#N)C1c1ccco1 (stereo not given)	?
CN1CCN(c2ccc([N+](=O)[O-])cc2/C=N/NC(=O)c2cccc([N+](=O)[O-])c2)CC1	-2%
CC1OC(OC2C(OC3C(O[C@H]4CC[C@]5(C)C6C=C[C@]78OC[C@@]9(CC[C@@H](C)[C@H](C)C97)[C@H](O)C[C@@]8(C)[C@]6(C)CC[C@H]5C4(C)C)OC(C)C(O)C3O)OC(CO)C(O)C2O)C(O)C(O)C1O (stereo not given in full)	-1%
COc1ccc2o/c(=N/NC(=S)Nc3ccccc3)c(C(N)=O)cc2c1	1%
Cn1c(=O)c(C(=O)COC(=O)c2cc(C(F)(F)F)nc3ccccc23)c(N)n(Cc2ccccc2)c1=O	-1%
CCn1cc(C(=O)N/N=C(/C)c2ccc(F)cc2)c(=O)c2cc(F)c(N3CCCC3)cc21	0%
COc1ccc([C@]23Cc4cc(C#N)ccc4[C@H](O2)c2c(cc(C)n(Cc4ccccc4)c2=O)O3)cc1	-4%[15.4 µM]
CCN(CC)CCN1C(=O)C(=O)/C(=C(/O)c2ccc(C)cc2)C1c1ccncc1 (stereo not given)	-2%
COc1cccc(NC(=O)c2cc3cccc(OC)c3o/c2=N\O)c1	2%
Cc1cc(C)nc(NC(=O)c2ccc3c(c2)OCO3)c1	-1%
CCN(CC)c1ccc2cc(C(=O)NCc3ccc(F)cc3)c(=N)oc2c1	0%
C=CC[C@@H]1C=C[C@H](O/N=C/c2ccc(C(=O)N3[C@H](c4ccc(C)cc4)[C@@H](C)CC[C@H]3C(=O)OC)cc2)[C@@H](CO)O1	1%
COc1ccc(C(C)N2CC34C=CC(O3)C(C(=O)OCC(C)C)C4C2=O)cc1 (stereo not given)	2%[15.4 µM]
CCCC[C@]12Cc3cc(C#N)ccc3C(O1)c1c(c3cc(F)ccc3oc1=O)O2	-3%[15.4 µM]
Cn1c(=O)c2c(ncn2CC(=O)N/N=C/c2c[nH]c3ccccc23)n(C)c1=O	0%
Cc1ccc(NC(=O)Cn2cnc3sc(C(=O)NCCN(C)C)c(C)c3c2=O)cc1Cl	2%
O=C(NC1CCCCC1)C(c1cc2c(cc1[N+](=O)[O-])OCO2)N1CCCCC1 (stereo not given)	1%
O=C(CSc1nnnn1-c1cccc(Cl)c1)Nc1ccc2c(c1)CCC2	2%
CN(C)c1nc(N(C)C)nc(N(C#N)CN2C(=O)c3ccccc3C2=O)n1	1%
N/C(=N\c1nc(C(F)(F)F)cc(=O)[nH]1)Nc1ccc(Cl)cc1	1%
CC(=O)Nc1ccc(S(=O)(=O)Nc2ccc3c(c2)C(=O)OC3)cc1	1%
Cc1cccn2c(=O)c(C=Nc3c(C)n(C)n(-c4ccccc4)c3=O)c(N3CCCC3)nc12	-2%
CCN(CC)c1ccc2c(c1)CCCN2	-3%
O=c1c2ccc([N+](=O)[O-])c3cccc(c32)c2nc3ccccc3n12	-2%
Cc1n[nH]c(=S)c2nn(-c3ccccc3)c(C)c12	-28%
CC(C)CC1NC(=O)c2ccccc2-n2c1nc1cc(F)ccc1c2=O (stereo not given)	-2%
CCSc1nnc(NC(=O)/C=C/c2ccc3c(c2)OCO3)s1	1%
CNc1nc(SC)n(C)c(=O)c1N=O	-11%
O=C(CCl)N1c2ccccc2CCc2ccccc21	-4%

# (list continues)
SMILES	Mm-Cpn inhibitor
Cc1ccnc(N2C(=O)c3ccc([N+](=O)[O-])cc3C2=O)c1	1%
O=C(CN1C(=O)CC(c2ccccc2)S(=O)(=O)c2ccccc21)N1CCOCC1 (stereo not given)	1%
Cc1ccc(Cl)cc1N1CCN(C(=O)c2ccc3c(c2)CCN3S(C)(=O)=O)CC1	2%
Cc1ccc(C)c(-n2nnnc2SCC(=O)c2c(N)n(C)c(=O)n(C)c2=O)c1	0%
CC1(C)CN=C(N2CCN(C3=NCC(C)(C)S3)CC2)S1	3%
COc1ccc2cc(CN(CC3COCCO3)S(=O)(=O)c3c(C)cc(C)cc3C)c(=O)[nH]c2c1 (stereo not given)	0%
CCC(=O)Nc1ccc(C(=O)CN2CCC(C)CC2)cc1	1%
CCC(CC)C(=O)Nc1ccncc1	-10%
CCCCSc1nnc2c(n1)OC(C(=O)c1ccccc1)Nc1ccccc1-2 (stereo not given)	0%
Cc1cccc(NC(=O)CSc2nnc(NC(=O)c3ccc(S(=O)(=O)N4CCOCC4)cc3)s2)c1C	0%
Cn1c(=O)c2c(ncn2CCCNC2=CC(C)(C)CC(=O)C2)n(C)c1=O	0%
O=C(CCCCCNC(=O)c1ccccc1)N=Nc1c(O)[nH]c2c(Br)cc(Br)cc12	2%
CC(=C\c1ccccc1)/C=C1/SC(=S)N(CCC(=O)Nc2ccccn2)C1=O	1%
COC(=O)N/N=C(/c1ccccc1)C1CCCCC1	1%
CCn1cc(NC(=O)CCl)c(C)n1	-7%
COc1cccc([C@@H]2Oc3ccc(OC)cc3C(=O)[C@H]2OC(=O)NCc2ccc3c(c2)OCO3)c1	-3%
COc1ccc(C(=O)NC(=O)COC(=O)c2ccc3ncsc3c2)cc1	-13%
O=c1c2ccccc2cnn1Cc1n[nH]c(=S)n1-c1ccc(Cl)cc1Cl	-2%
CCN(CC)CCn1c(=S)[nH]c2cc(C(=O)N3CC=C(c4ccccc4)CC3)ccc2c1=O	-1%
COc1ccc(C(O)c2nc3ccccc3s2)cc1 (stereo not given)	-1%
CC(=O)NN1C(=O)c2ccc(Oc3ccc4c(c3)C(=O)N(NC(C)=O)C4=O)cc2C1=O	-1%
Cc1cc2c(c(=O)o1)C1O[C@](CCCCN3C(=O)c4ccccc4C3=O)(Cc3cc(C#N)ccc31)O2	0%[15.4 µM]
O=C(O)Cc1cc(C(=O)Nc2ccc(Br)cc2)sc1-c1ccccc1	?
Cc1cccc2cc(CN(Cc3cccnc3)C(=O)c3cccs3)c3nnnn3c12	0%
O=C1Nc2ccccc2C12Nc1ccccc1S2 (stereo not given)	2%
O=C(c1ccncc1)N1C2C=CC(C2)C1(C(F)(F)F)C(F)(F)F (stereo not given)	2%
Cc1occc1C(=O)n1cnc2ccccc21	1%
COc1cc(-c2nc(-c3ccc(-c4ccccc4)nc3OC)no2)cc(OC)c1OC	0%
NC(=O)C1CCN(c2nc(-c3ccc(N4CCCCC4)nc3)cs2)CC1	-4%
COC(=O)[C@@H](N)Cc1ccc(O)cc1	-1%
CCCn1cnc2c(c1=O)c1nc3ccccc3nc1n2CCC1=CCCCC1	-2%
CC(C)[C@@H]1NC(=O)c2cc([N+](=O)[O-])cc(I)c2NCC[C@@H](C(N)=O)NC(=O)[C@H](CO)NC1=O	-6%
O=C1C2=C(C(=O)c3ccccc31)C1O[C@](CCCCN3C(=O)c4ccccc4C3=O)(Cc3c1ccc1ccccc31)O2	2%[15.4 µM]
CCN(CC)CCCN1C(=O)C(O)=C(C(=O)c2ccco2)C1c1cc(OC)ccc1OC (stereo not given)	-5%
COc1ccc(N2C(=O)CC(S/C(N)=N/N=C/c3ccnc4ccccc34)C2=O)cc1 (stereo not given)	0%
CN(C)c1ccc(/C=C2\C(=N)N3C(=NC2=O)Sc2cc(S(C)(=O)=O)ccc23)cc1	0%
Cc1nccc2[nH]c(=O)c(C(=O)NC(C)CCc3ccccc3)cc12 (stereo not given)	3%
Cc1ccc(NC(=O)CN2C(=O)S/C(=C\c3ccc(-c4cccc(C(=O)O)c4C)o3)C2=O)cc1	-2%
CCN(CC)CCN1C(=O)C(=O)/C(=C(/O)c2ccc(OCC(C)C)cc2)C1c1ccncc1 (stereo not given)	1%
Cn1c(C(C#N)C2=C(Cl)C(=O)N(c3ccccc3)C2=O)nc2ccccc21 (stereo not given)	-4%
Nc1nc(-c2cccnc2)nn1C(=O)c1ccco1	0%
CCn1c(SCC(=O)Nc2nc3c(s2)CCCC3)nc2c1c(=O)n(C)c(=O)n2C	-1%
Cc1ccc(NC(=S)NC(=O)c2sc3ccccc3c2Cl)c(C(=O)O)c1	-13%
